Sm TGR block: inhibitors of Schistosoma mansoni thioredoxin glutathione reductase | purified TGR, DTNB reduction, TNB absorbance 405 nm | Q962Y6 | Potency, µM (series often up to 114 µM), inactives show at the top dose activity change, negative = inhibition, usual class: inhibitors | AID 485364 | actives 3% (n = 360,000); also: nearly all actives have a fitted effect of over 60% in size
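TGR 20 nM + NADPH 100 uM (dispensed conc.), cpd preinc 15 min RT; start with NADPH (500 uM addition) then DTNB (15 mM addition). Kinetic TNB absorbance, 405 nm filter. Four-parameter Hill fit across titration.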
Tb PYK inh: T. brucei pyruvate kinase inhibition | Q57TT1 | TbPYK enzyme, Kinase-Glo Plus ATP luminescence, 45 min | Potency, µM (titrated, usually from 76.8 µM), for inactives: top-dose activity, negative = inhibition, hits mostly inhibitors | actives 0.12% (n = 410,000); also: nearly all actives have a fitted effect of over 50% in size
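Luminescence from Kinase-Glo Plus, added after a 45-minute room-temperature reaction, served as the end-point read-out. The enzyme and substrate were preincubated with compound before ADP (130 uM final) initiated turnover. Concentration-effect curves came from normalized qHTS data.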
Starred values were filed as active, the others as inactive; ? = inconclusive; [ ] = dose if it differs, or a comment. Calls follow the shape of the dose curve; as a rule, active = well fitted curve in the direction sought with a large enough effect; inconclusive = small, poorly fitted or top-dose-only effect, or another doubt; inactive = no such curve, though single readings can be large; an effect the other way counts as inactive or inconclusive. % is scaled to controls: 0 for no effect and ±100 for the full control effect; potency is read from the fitted curve at half-maximal effect. Not all compounds are listed, so the mix of outcomes need not match the whole.

SMILES | Sm TGR block | Tb PYK inh
Cc1ccc(C)c(CN2C(=O)c3ccccc3S(=O)(=O)c3ccc(C(=O)N(C)C4CCCCC4)cc32)c1 | -2% | 0%
CCS(=O)(=O)c1ncc(Cl)c(C(=O)Nc2c(C(=O)c3ccc(C)cc3)oc3ccccc23)n1 | 0% | -6%
O=C(CSc1cn(CCNC(=O)c2c(F)cccc2F)c2ccccc12)Nc1ccc2c(c1)OCCO2 | 1% | 0%
CCC(C)NC(=O)c1sc2ncccc2c1-n1c(C)ccc1C (stereo unspecified) | -4% | -3%
CCOC(=O)CNC(=O)c1cc2c(=O)n3cccc(C)c3nc2s1 | -21% | 1%
Cc1ccc(-c2c3c(=O)n(C)c(=O)n(C)c3c3cnc4ccccc4n23)cc1 | 6% | 1%
COc1ccc(-c2nc3scc(CCNS(=O)(=O)c4c(C)noc4C)n3n2)cc1 | -2% | 1%
Cc1ccc(C)c(N2CCN(C(=O)C3CCN(S(=O)(=O)c4ccc5[nH]c(=O)oc5c4)CC3)CC2)c1 | 5% | 7%
Cc1ccccc1Cc1c(C)nc2nc(SCC(=O)NC(C)c3ccccc3)nn2c1C (stereo unspecified) | -3% | 3%
CCOc1ccc(CN(CCc2ccc3c(c2)OCO3)Cc2cc(OC)c(OC)cc2OC)cc1 | 10% | 1%
CCC(=O)N1CCc2cc(Br)cc(S(=O)(=O)N3CCCC(C(=O)Nc4cccc(C)c4C)C3)c21 (stereo unspecified) | -2% | 5%
CCOC(=O)CC(NC(=O)c1cc2cc(Cl)ccc2oc1=O)c1ccc(C)cc1 (stereo unspecified) | ? | -10%
CC1=C(c2ccc(C(C)C)cc2)S(=O)(=O)NC1=NCc1ccc(OC(C)C)cc1 | 38%[activator] | -1%
COC(=O)c1c(SC)nc2ccccc2c1OCc1ccccc1C | 7% | -1%
Cc1ccc(-c2nc3ccccn3c2Nc2c(C)cccc2C)o1 | -13% | -11%
Cc1cc(Nc2ccc(C(=O)O)c(O)c2)n2ncnc2n1 | -4% | 6%
CCOc1ccc(-c2nc(SCC(=O)NCCCOC)c(-c3ccccc3)[nH]2)cc1 | 13% | 2%
CSc1cccc(N2C(=O)N(Cc3ccc([N+](=O)[O-])cc3)c3ccccc3S2(=O)=O)c1 | 3% | -1%
COc1ccc(N(C)C(=O)Cn2cc(S(=O)(=O)N3CCN(c4ccccc4F)CC3)c3ccccc3c2=O)c(OC)c1 | 5% | -7%
Cc1ccc2c(CC(=O)N(Cc3cccc(Cl)c3)C3CCS(=O)(=O)C3)coc2c1 (stereo unspecified) | 6% | 3%
COc1cccc(NC(=O)c2sc3nc(N4CCOCC4)c4c(c3c2N)CC(C)(C)OC4)c1 | -2% | ?
Fc1ccccc1C(NCCc1ccc(Cl)cc1)c1nnc(-c2ccccc2)o1 (stereo unspecified) | 2% | 0%
COc1cc(NC(=O)C(CC(C)C)N2Cc3ccccc3C2=O)cc(OC)c1 (stereo unspecified) | -12% | 2%
CCc1cccc(NC(=O)CSc2ncc3c(n2)-c2ccccc2N(CC)S3(=O)=O)c1 | 3% | 3%
CN(Cc1ccccc1)S(=O)(=O)c1ccc(F)c(C(=O)Nc2cccc(Cl)c2Cl)c1 | 13% | -13%
CC1Cc2cc(S(=O)(=O)CCC(=O)Nc3ccc(F)cc3Cl)ccc2N1C(=O)C1CC1 (stereo unspecified) | 1% | 1%
CC(C)CC(=O)Nc1nc2c(s1)CC(C(C)(C)C)CC2 (stereo unspecified) | 2% | -3%
CCOC(=O)c1cc(S(=O)(=O)Nc2ccc(OC)c(Cl)c2)[nH]n1 | 1% | -15%
O=C(NCCCN1CCN(c2ccccc2F)CC1)c1sc2ncccc2c1-n1cccc1 | -34% | -3%
CCCCNC(=O)Cn1nc(N2CCN(c3ccccc3OC)CC2)ccc1=O | 0% | 0%
COc1cc(OC)c(NC(=O)NCc2ccc3c(c2)CCN3C(=O)c2ccccc2)cc1Cl | 10% | -24%
Cc1ccc(/C=C(\C#N)c2nc3ccccc3c(=O)[nH]2)cc1 | 1% | 1%
Cc1ccc(CCNC(=O)CN2C(=O)COc3ccc(S(=O)(=O)N4CCCCCC4)cc32)cc1 | 5% | -4%
CCc1cnc2c(c1SCC(=O)NCc1ccccc1)c(=O)n(C)c(=O)n2C | 1% | 2%
Cc1ccccc1Nc1c(-c2ccc(N3CCOCC3)cc2)nc2ccccn12 | 3% | -5%
CCn1c(=O)cc(OCC(=O)N(C)c2cc(Cl)ccc2C)c2ccccc21 | -8% | -3%
Cc1ccc(Cl)cc1NC(=O)CSCc1cnn(-c2ccccc2)c1-n1cccc1 | -2% | 4%
O=C(c1cnc(N2CCCCC2)c2ccccc12)N1CCN(c2cccc(Cl)c2)CC1 | -3% | -2%
O=C(NCC(c1cccs1)S(=O)(=O)c1cccs1)c1ccc(C(F)(F)F)cc1 (stereo unspecified) | ? | 4%
COc1ccccc1C1C=C(c2ccc(Cl)cc2)Nc2nc(-c3ccc(Cl)cc3)nn21 (stereo unspecified) | -18% | 5%
CCOc1ccc(CNC(=O)c2ccc(CS(=O)Cc3ccc(Cl)cc3)o2)cc1 (stereo unspecified) | -13% | -2%
CC1CCc2c(sc3nnn(CC(=O)Nc4c(C(C)C)cccc4C(C)C)c(=O)c23)C1 (stereo unspecified) | -2% | -9%
Cc1c(C(=O)OC2CCCCCC2)[nH]c2c1C(=O)CC(c1ccccc1)C2 (stereo unspecified) | -1% | -1%
O=C(CC1(O)C(=O)N(CCc2ccccc2)c2ccc(Br)cc21)c1ccccc1 (stereo unspecified) | 12% | -2%
Cc1cccc(S(=O)(=O)c2cn(Cc3ccccc3)c3cc(N4CCCC(C)C4)c(F)cc3c2=O)c1 (stereo unspecified) | -4% | -8%
CCn1c(=O)c2cc(C(=O)NCCCN3CCC(C)CC3)sc2c2ccccc21 | 0% | -1%
Cc1cccc(-c2nnc(SCC(=O)NC3CCCCC3)o2)c1 | 2% | 2%
Cc1ccccc1Cn1c2ccccc2c2cnn(CC(=O)NCc3cccc(Cl)c3)c(=O)c21 | -10% | -1%
CC(C)c1ccc(CNc2nc(-c3ccco3)nn2S(=O)(=O)c2ccc(F)cc2)cc1 | -2% | -7%
Cc1cccc(OCC(=O)Nc2nc3c(s2)CC(C(C)(C)C)CC3)c1C (stereo unspecified) | -3% | -2%

Next section:
SMILES | Sm TGR block | Tb PYK inh
Cc1cc(C)c(S(=O)(=O)N2CCC(N3CCN(Cc4ccccc4)C(=O)C3=O)CC2)c(C)c1 | 2% | 1%
O=C(Nc1ccc(Br)cc1)C(Cc1ccccc1)NS(=O)(=O)c1cccc2nsnc12 (stereo unspecified) | 10% | 7%[15.4 µM]
O=c1c(N2CCc3ccccc3C2)csc2ccc(Cl)cc12 | -7% | -1%
COc1cc(NC(=O)Cn2c(=O)n(-c3ccccc3)c(=O)c3c4c(sc32)CCCC4)cc(OC)c1 | 2% | 0%
COC(=O)c1ccc2c(c1)N(CC(=O)Nc1cccc(Cl)c1C)C(=O)c1ccccc1S2 | 2% | -1%
Cc1onc(-c2ccccc2Cl)c1C(=O)Oc1ccccc1F | 0% | -2%
C#CC(C)(CC)NC(=O)c1cc2c(n(-c3ccc(Cl)cc3)c1=O)CC(C)(C)CC2=O (stereo unspecified) | 1% | 0%
Cc1ccc(NC(=O)c2cc(-c3ccc(Br)s3)nc3ccccc23)cc1F | -1% | -2%
COc1ccc(CCn2cc3c(c2-c2ccc(Br)cc2)c(=O)n(C)c(=O)n3C)cc1OC | 1% | 0%
Cc1ccc2c(=O)cc(C(=O)Nc3ccc(S(=O)(=O)N4CCCCC4)cc3)oc2c1 | 0% | -2%

Single records, from the list above. Screens in order: Sm TGR block | Tb PYK inh
Entry for O=C(Nc1ccc(Br)cc1)C(Cc1ccccc1)NS(=O)(=O)c1cccc2nsnc12 (stereo unspecified) → 10% | 7%[15.4 µM]
Entry for COc1cc(NC(=O)Cn2c(=O)n(-c3ccccc3)c(=O)c3c4c(sc32)CCCC4)cc(OC)c1 → 2% | 0%
Entry for C#CC(C)(CC)NC(=O)c1cc2c(n(-c3ccc(Cl)cc3)c1=O)CC(C)(C)CC2=O (stereo unspecified) → 1% | 0%
Entry for Cc1onc(-c2ccccc2Cl)c1C(=O)Oc1ccccc1F → 0% | -2%
Entry for Cc1ccc(NC(=O)c2cc(-c3ccc(Br)s3)nc3ccccc23)cc1F → -1% | -2%

The listing picks up, starting 2 compounds before the break.
SMILES | Sm TGR block | Tb PYK inh
COc1ccc(CCn2cc3c(c2-c2ccc(Br)cc2)c(=O)n(C)c(=O)n3C)cc1OC | 1% | 0%
Cc1ccc2c(=O)cc(C(=O)Nc3ccc(S(=O)(=O)N4CCCCC4)cc3)oc2c1 | 0% | -2%
CC1CN(C(=O)N2CCC(C(=O)NCc3cccs3)CC2)c2ccccc2O1 (stereo unspecified) | 7% | 1%
Cc1cc(C)n(CC(=O)Nc2ccc(F)c(F)c2)c(=O)c1C#N | -4% | -1%
CCCc1nn2c(=O)cc(COC(=O)c3cccs3)nc2s1 | -8% | -3%
CCOC(=O)c1c(S(=O)(=O)N2CCCC(C(=O)N3CCN(c4cc(C)ccc4C)CC3)C2)c(C)n(C)c1C (stereo unspecified) | 5% | -5%
CCCCNC(=O)c1ccc2c(=O)n(Cc3ccc(OC)cc3)c(=O)[nH]c2c1 | 0% | -4%
Cc1ccc2c(Sc3ccc(Cl)cc3)c(C(=O)N3CCC(C)CC3)[nH]c2c1 | -2% | 2%
CCOc1ccccc1NC(=O)Cn1c(=O)n(-c2ccc(C)cc2)c(=O)c2c1cnn2C | 4% | -2%
CN(C(=O)CSc1nc2ccc(NC(=O)c3ccc(F)cc3)cc2s1)c1ccccc1 | -1% | 2%
CC(=O)c1ccc(S(=O)(=O)Nc2cccc(-c3ccc(N4CCCCC4)nn3)c2)cc1 | -5% | -6%
Cc1ccc(N(Cc2cccs2)C(=O)Nc2cccc(Cl)c2)cc1 | 0% | 4%
COc1ccc(-c2ccc(NS(=O)(=O)c3cc(C)c(C)cc3C)cc2)nn1 | 9% | 1%
CCOc1ccc(/C=C/C(=O)Nc2sc3c(c2C(=O)OC)C(C(=O)OC)CC3)cc1 (stereo unspecified) | -1% | ?
Cn1c(=O)n(CCCc2ccccc2)c(=O)c2c1nc1n2CCN1c1ccccc1 | 5% | 6%
Cc1ccc(NC(=O)C(=O)NCC(c2ccc3c(c2)OCO3)N2CCN(C)CC2)cc1C (stereo unspecified) | -2% | 2%
COC(=O)c1ccccc1NC(=O)c1c(NC(=O)c2ccco2)sc2c1CCC(C(C)(C)C)C2 (stereo unspecified) | 7% | -2%
Cc1cc(C)cc(NC(=O)Cn2c(=O)oc3cc(S(=O)(=O)N4CCCC4)ccc32)c1 | 2% | -9%
O=C(NCC(c1cccnc1)N1CCc2ccccc2C1)C(=O)Nc1ccc(Cl)cc1 (stereo unspecified) | 0% | 0%
CN(c1ccccc1)c1ncnc2c1cnn2C | 19% | 3%
Cc1ccc2nc(N(Cc3cccnc3)C(=O)CCc3ccccc3)sc2c1 | 11% | -12%
O=C(Nc1nc2c(F)cccc2s1)c1ccc(S(=O)(=O)N2CCOCC2)cc1 | 1% | 3%
CC(C)c1nc2n(n1)C1(CCCCC1)[C@@H]1CCCC[C@@H]1N2 | 7% | 5%
O=S(=O)(c1ccc(Cl)cc1)c1nnn2c1nc(NC1CCCC1)c1sccc12 | 2% | 2%
O=C(NCc1ccccc1Cl)c1ccc(Cn2c(=O)c3cccn3c3cccnc32)cc1 | -5% | 0%
CCSc1nc2c(c(=O)[nH]c(=O)n2C)n1CC(O)COc1ccc(Cl)cc1 (stereo unspecified) | 0% | 0%
CC(C)NC(=O)Cn1nc(N2CCN(c3ccccc3)CC2)ccc1=O | 13% | 3%
COc1ccc(Cl)cc1NC(=O)Nc1c[nH]c(=O)[nH]c1=O | 5% | 5%
Cc1ccc2scc(N3CCCCC3C)c(=O)c2c1 (stereo unspecified) | -2% | -2%
Cc1cc(NC(=O)n2ncc3c(C)cccc32)ccc1Br | 7% | 3%
O=C(NCCc1ccccc1)c1ccc2nc(N3CCCCC3)sc2c1 | 5% | 8%
CCn1c(CN2CCCCC2)nc2cc(NC(=O)COc3ccc([N+](=O)[O-])cc3)ccc21 | -2% | 1%
CCS(=O)(=O)c1oc(-c2ccc(F)cc2)nc1S(=O)(=O)c1ccc(Br)cc1 | 0.63µM* | 3%
CC1Cn2c(C(=O)NCc3cccc(Br)c3)cc3cccc(c32)S1 (stereo unspecified) | -1% | 3%[15.4 µM]
CCOc1ccc(CC(=O)Nc2c(C(=O)c3ccc(F)cc3)oc3ccc(Cl)cc23)cc1OCC | 0% | -2%
COc1ccc(-c2ccc3c(N)c(C(=O)Nc4ccc(C)cc4C)sc3n2)cc1OC | 0% | -10%
CCOc1ccc(CNC(=O)C2CCN(c3nnc(-n4c(C)ccc4C)s3)CC2)cc1 | ? | 2%
COc1ccc(NC(=O)CC2C(=O)N(c3cccc(OC)c3)C(=O)N2CCC2=CCCCC2)cc1 (stereo unspecified) | 6% | 7%
COc1ccccc1-c1noc(-c2ccc(N3CCOCC3)c([N+](=O)[O-])c2)n1 | -5% | -3%

Screens (PubChem BioAssay)
